Bioassay records from PubChem BioAssay.
TEAD-YAP inh: TEAD-YAP interaction inhibition, primary screen, TEAD-YAP interaction inhibitor project, luminescence, HEK-TIYL cells. TEAD-Gal4/YAP UAS-luciferase luminescence. hit rate 1.4% among 640,000. inhibition, % at 9.12 µM; in the data active means inhibition above about 32%;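 further: 0% = median of test compound wells and 100% = reference inhibitor wells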
MITF inh: MITF inhibitors, primary screen, biochemical, AlphaScreen, human; AlphaScreen MITF homodimerization, bead proximity signal; inhibition, % at 2.6 µM; hit rate 0.91% among 650,000; AID 1259374, 2018; in the data active means inhibition above about 50%;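 further: 0% = vehicle wells with protein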
Target sequence (O75030 whole entry, looked up): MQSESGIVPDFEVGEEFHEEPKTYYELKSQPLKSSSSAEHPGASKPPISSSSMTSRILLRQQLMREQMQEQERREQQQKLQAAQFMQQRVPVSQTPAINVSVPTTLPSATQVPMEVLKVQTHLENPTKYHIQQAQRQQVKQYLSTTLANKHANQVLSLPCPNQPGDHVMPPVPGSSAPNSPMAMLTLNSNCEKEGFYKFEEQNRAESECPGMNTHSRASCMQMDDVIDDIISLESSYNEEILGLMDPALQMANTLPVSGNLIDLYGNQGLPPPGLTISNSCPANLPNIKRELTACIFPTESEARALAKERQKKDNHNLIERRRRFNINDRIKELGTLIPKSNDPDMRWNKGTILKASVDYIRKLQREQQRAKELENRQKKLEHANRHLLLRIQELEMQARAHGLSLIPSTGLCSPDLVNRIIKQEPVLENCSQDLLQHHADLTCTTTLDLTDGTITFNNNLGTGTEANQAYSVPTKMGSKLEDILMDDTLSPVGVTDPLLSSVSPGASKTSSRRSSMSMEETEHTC
GPR151 ag: activators of human GPR151, primary screen, cell-based, PathHunter beta-arrestin, luminescence; G-protein coupled receptor 151 (Homo sapiens), Q8TDV0; PathHunter beta-arrestin GPR151 cells; activation, % at 11.2 µM; hit rate 1% among 650,000; in the data active means activation above about 4.9%;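 further: 0% = median of compound wells and 100% = cells with positive control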
Target sequence (Q8TDV0 whole entry, looked up): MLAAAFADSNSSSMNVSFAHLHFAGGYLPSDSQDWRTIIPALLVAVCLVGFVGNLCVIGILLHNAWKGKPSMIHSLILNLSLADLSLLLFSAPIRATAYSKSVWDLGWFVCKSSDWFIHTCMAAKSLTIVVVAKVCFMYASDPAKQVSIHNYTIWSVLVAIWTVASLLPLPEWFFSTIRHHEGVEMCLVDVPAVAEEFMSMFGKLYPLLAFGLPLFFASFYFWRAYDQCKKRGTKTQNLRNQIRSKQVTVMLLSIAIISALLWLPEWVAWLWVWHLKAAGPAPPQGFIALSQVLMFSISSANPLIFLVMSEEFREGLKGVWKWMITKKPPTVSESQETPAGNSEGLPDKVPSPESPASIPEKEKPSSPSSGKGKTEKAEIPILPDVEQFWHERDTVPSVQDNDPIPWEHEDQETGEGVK
FBW7 act: FBW7 E3 ligase activators, primary screen, biochemical, AlphaScreen, human; AlphaScreen FBW7–phospho-cyclin E peptide binding, activator screen; normalized activity (activation), % at 26.1 µM; F-box/WD repeat-containing protein 7 (Homo sapiens), Q969H0; hit rate 0.13% among 650,000; in the data active means normalized activity above about 1.9%;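 further: purified mutant Fbw7 with reduced substrate affinity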
Active calls of the source: *.

SMILES | TEAD-YAP inh | MITF inh | GPR151 ag | FBW7 act
CC(=C1C(=O)c2ccccc2C1=O)N1CCN(c2ccccn2)CC1 | -3 | -4 | -0.3 | -0.2
Cc1ccc(NC(=O)c2sc3nc[nH]c(=O)c3c2C)c(Br)c1 | 5 | -6 | -0.8 | -0.1
Cn1cc(-c2cn3c(NC(=O)c4ccccc4)cnc3cn2)cn1 | -6 | 11 | -0.9 | 0.0
Cc1cc(NC(=O)c2ccc(N3C(=O)CCC3=O)cc2)c2cc(Br)ccc2n1 | 0 | -1 | -1.4 | -0.1
Cc1ccc(N2C(=O)CSC2c2ccc(Br)cc2)cc1F (stereo not given) | -9 | 0 | -0.9 | -0.1
C/C(=N\NC(=O)Cc1cccn1C)c1ccc(O)cc1 | -13 | 2 | -1.0 | -0.1
CCN(CC)C(=S)SCC(=O)n1c(C)c(C)c2ccccc21 | -8 | 0 | 1.8 | -0.1
CC(C)(C)c1ccc(C2SCC(=O)N2c2cccc3ccccc23)cc1 (stereo not given) | -2 | 5 | -0.1 | 0.0
COc1ccc(N(CC(O)CN(Cc2ccccc2)Cc2ccccc2)S(=O)(=O)c2ccccc2)cc1 (stereo not given) | 0 | -5 | 1.2 | -0.2
COc1cccc(/C=C/C(=O)O)c1OC | 0 | 12 | 3.3 | 0.9
CN(C(=O)c1cccc(S(=O)(=O)N2CCCCC2)c1)c1ccccc1C(=O)O | 1 | 9 | 1.5 | 0.3
O=C(NCCOC(=O)c1ccccc1)c1ccc([N+](=O)[O-])cc1 | -1 | -1 | 1.7 | 0.0
Cc1nn(C)c(C)c1-c1nc(C(=O)NCc2ccccc2)cs1 | -11 | -5 | 1.3 | 0.0
O=C(c1ccco1)N(CCCn1ccnc1)c1nc2ccccc2s1 | -1 | 7 | 0.1 | -0.6
CCOC(=O)c1cnc(SCc2nc(-c3cccc(Br)c3)oc2C)nc1N | 2 | 3 | -0.5 | 0.5
Clc1ncnc2c1C(c1ccc(Br)cc1)c1c(Cl)ncnc1O2 | 16 | 22 | -0.9 | -0.2
COC(=O)CNC(=O)c1cn(-c2ccccc2OC)c(=O)c2ccccc12 | 18 | 0 | -0.5 | 0.0
CC(=N)C1=C(O)CC(c2ccccc2)CC1=O (stereo not given) | -4 | 17 | 0.7 | 0.0
O=C(CN1CCC(O)(c2ccccn2)CC1)Nc1ccc2c(c1)CCC2 | 5 | 5 | -0.3 | 0.0
COc1cccc(N2C(=O)NC(=O)/C(=C\c3cc(Br)ccc3OC)C2=O)c1 | -9 | -4 | 4.8 | 0.2
CCCc1nnc(NC(=O)CSc2ncn[nH]2)s1 | 1 | 15 | 0.1 | -0.1
Cc1ccc(-n2ncc3c(N4CCCCCC4)ncnc32)c(C)c1 | -46 | 7 | 1.6 | 0.5
COC(=O)C(CCSC)NCc1c(C(=O)N2CCCN(C)CC2)nc2sccn12 (stereo not given) | -14 | 4 | 3.1 | -0.2
CCC(C)(C)c1ccc(OCC(=O)Nc2cccc(C(=O)NNc3c(Cl)cc(Cl)cc3Cl)c2)c(C(C)(C)CC)c1 | 6 | -6 | 1.0 | -0.1

Compounds shown so far that have two or more sulfur atoms, in the order listed:
SMILES | TEAD-YAP inh | MITF inh | GPR151 ag | FBW7 act
CCN(CC)C(=S)SCC(=O)n1c(C)c(C)c2ccccc21 | -8 | 0 | 1.8 | -0.1
CCCc1nnc(NC(=O)CSc2ncn[nH]2)s1 | 1 | 15 | 0.1 | -0.1
COC(=O)C(CCSC)NCc1c(C(=O)N2CCCN(C)CC2)nc2sccn12 (stereo not given) | -14 | 4 | 3.1 | -0.2

(more compounds)
SMILES | TEAD-YAP inh | MITF inh | GPR151 ag | FBW7 act
COc1ccc(C(=O)Nc2ccc3oc(-c4ccccc4Br)nc3c2)cc1 | 15 | 0 | -0.7 | -0.1
O=C(CNC(=S)N(Cc1ccc(F)cc1)C1CCCCC1)NCc1ccc(Cl)cc1 | -2 | 14 | -1.3 | 0.6
O=C(O)c1cc(S(=O)(=O)Nc2cccc([N+](=O)[O-])c2)ccc1O | 9 | 7 | 0.1 | 0.1
COc1ccc(CCNC(=O)c2cnc(Nc3ccncc3)s2)cc1 | -3 | -39 | 1.1 | 0.0
CCOc1ccc(OCCCN2CCN(C)CC2)cc1 | -9 | 79* | 1.6 | 0.0
Fc1ccccc1CNCc1cccnc1 | -5 | 4 | -0.7 | 0.1
Cc1cnc(-c2ccc(C(=O)NC3CC3)cc2)nc1NC1CC1 | 6 | 9 | -0.8 | 0.0
O=C(CNC(=O)c1cccc([N+](=O)[O-])c1)OCC(=O)c1ccc(Cl)cc1Cl | 4 | 7 | 0.4 | 0.1
Cc1ccc(-n2cnc3cc(C(=O)NC4CCCCCC4)ccc32)cc1Cl | -5 | 7 | -1.7 | -0.2
CC(C)(C)NC(=O)C1CC(=O)OC12CCCCC2 (stereo not given) | -6 | -7 | -0.5 | 0.0
N#CC1=C(N)C(C#N)(C#N)C(c2ccc(Cl)cc2Cl)C2CCCC=C12 (stereo not given) | -1 | 11 | -0.1 | -0.1
COCCn1c(SC(C)C)nnc1-c1c[nH]c2ccccc12 | -1 | 5 | 0.3 | 0.2

Whole records, looked up by structure. Order of screens: TEAD-YAP inh	MITF inh	GPR151 ag	FBW7 act
Listed for COc1ccc(C(=O)Nc2ccc3oc(-c4ccccc4Br)nc3c2)cc1 = 15	0	-0.7	-0.1
Listed for COc1ccc(CCNC(=O)c2cnc(Nc3ccncc3)s2)cc1 = -3	-39	1.1	0.0
Listed for Cc1ccc(-n2cnc3cc(C(=O)NC4CCCCCC4)ccc32)cc1Cl = -5	7	-1.7	-0.2

Further structures.
SMILES | TEAD-YAP inh | MITF inh | GPR151 ag | FBW7 act
COCCOC(=O)c1c(C)oc2ccc(OC(=O)c3cc4ccccc4o3)cc12 | 3 | 1 | 1.2 | 0.0
COc1ccc(CNCCSCc2ccco2)cc1 | 1 | 23 | 0.3 | 0.0
COc1ccc2[nH]c(C(=O)O)cc2c1OC | -4 | 0 | 0.3 | 0.5
C=CCNC(=O)CN(c1ccccc1Br)S(C)(=O)=O | 1 | -5 | 0.6 | -0.1
Cc1ccc2cc(CCNC(=O)c3ccc(F)c(F)c3)c(=O)[nH]c2c1C | -2 | -10 | 0.6 | 0.2
c1csc(-c2nn3c(-c4ccncc4)nnc3s2)c1 | 6 | -18 | -2.0 | -0.2
COc1ccc(N2CCCn3c2nc2c3c(=O)n(CCN3CCCCC3)c(=O)n2C)cc1 | 4 | 9 | -0.1 | 0.3
O=C(/C=C/c1ccco1)N1c2ccccc2CCc2ccccc21 | 0 | -10 | 1.5 | -0.2
COCCNC(=S)NNC(=O)CCc1ccc(OC)cc1 | 0 | 14 | -0.7 | 0.1
Cc1cc(-c2ccc(S(=O)(=O)N(C)CC(=O)NC3CCC(C)CC3)cc2)on1 (stereo not given) | 3 | 3 | 0.1 | 0.2
CCN(CC)S(=O)(=O)c1ccc(C)c(C(=O)OCC(=O)c2ccccc2)c1 | 4 | 5 | 0.1 | 0.4
OC1CCN(c2ccnc3c(-c4cccc(OC(F)(F)F)c4)cnn23)CC1 | -37 | 10 | -0.8 | 1.0
COc1ccc(Cl)cc1N(CC(=O)Nc1cccc(C(C)=O)c1)S(C)(=O)=O | 0 | 7 | 5.8* | -0.1
CCOc1cccc2cc(C(=O)Nc3cc(C)no3)oc12 | 1 | 5 | 1.2 | 0.2
Nc1cc(=O)[nH]c(SCC(=O)Nc2nnc(-c3ccccc3)s2)n1 | -18 | -4 | -1.2 | 0.0
Cc1[nH]n(-c2ccccc2)c(=O)c1C=Nc1ccc([N+](=O)[O-])cc1[N+](=O)[O-] | 2 | -4 | -1.1 | 0.1
COc1ccc(OC)c(S(=O)(=O)NC(N)=NCCc2ccc(Cl)cc2)c1 | 11 | 8 | 1.4 | -0.1
CCC(C)NC(=O)CSc1nc2cc3c(cc2c(=O)n1CCCCCC(=O)NCc1ccc(OC)cc1)OCO3 (stereo not given) | -1 | 14 | 0.1 | 0.1
COc1ccc(OC)c(NC(=O)CNC(=O)c2ccc(C(C)(C)C)cc2)c1 | 0 | 8 | 1.5 | -0.1
O=C(CCN1C(=O)C2C3C=CC(CC3)C2C1=O)N1CCN(c2ccc(F)cc2)CC1 (stereo not given) | 10 | 3 | 0.5 | 0.5
COc1ccc(C(=O)N2c3ccc(OC(=O)c4ccco4)cc3C(C)=CC2(C)C)cc1 | -2 | -15 | -1.0 | -0.1
OCCN1CCN(c2nccn3c(-c4ccccc4)cnc23)CC1 | 5 | 0 | 1.2 | 0.2
COc1ccc(C(=O)NCc2nnc(SCC(=O)N3CCc4ccccc43)n2-c2cc(C)ccc2C)cc1OC | -7 | -6 | -0.3 | 0.5
O=C(CSc1nc2ccccc2o1)N1CCN(Cc2ccccc2)CC1 | 8 | 15 | -0.2 | 0.2
COc1ccc(/C(N)=N/OC(=O)c2ccc(C)c(Cl)c2)cc1OC | 4 | 24 | -0.8 | 1.2
CN1CCN(c2ccc([N+](=O)[O-])c(NCCOc3ccc(Cl)cc3)c2)CC1 | -1 | -11 | -1.3 | 0.1
CCOc1ccc(NC(=O)Cn2c(C)cc(COC)c(C#N)c2=O)cc1 | -1 | 5 | -0.7 | 0.1
Cc1cc(Br)ccc1S(=O)(=O)NCc1cccnc1 | 8 | 0 | 2.3 | 0.0
CCOC(=O)c1c(-c2ccccc2)csc1NC(=O)c1ccc(OC)c(OC)c1 | 7 | 0 | 0.6 | 0.2
O=C(CCn1c(SCc2ccccc2Cl)nc2ccccc2c1=O)NC1CCCCC1 | -2 | 3 | -0.9 | 0.2
O=C(NCCN1CCOCC1)c1ccc2nc(-c3ccccc3)c(-c3ccccc3)nc2c1 | 14 | 0 | 1.8 | -0.1
O=c1oc2ccccc2cc1-c1nnc(Nc2cccc3ccccc23)s1 | -26 | -5 | 3.1 | -0.4
CC1CC(C)CN(C2CCN(C(=O)c3cccc(Cl)c3)CC2)C1 (stereo not given) | 0 | 49 | -1.7 | 0.0
O=C(Nc1ccccc1-c1ccccc1NC(=O)c1ccc(Br)o1)c1ccc(Br)o1 | -11 | 2 | -0.6 | -0.3
Nc1nnc(SCC(=O)Nc2cccc(C(F)(F)F)c2)s1 | -8 | 5 | 0.4 | -0.1
O=C(CSc1nc(NCCc2ccccc2)c2ccccc2n1)NCc1ccco1 | 5 | 4 | -0.9 | -0.2

Given with values under each structure: part of the list above.
Values run as follows: TEAD-YAP inh, MITF inh, GPR151 ag, FBW7 act
Cc1cc(Br)ccc1S(=O)(=O)NCc1cccnc1
  8, 0, 2.3, 0.0
CCOC(=O)c1c(-c2ccccc2)csc1NC(=O)c1ccc(OC)c(OC)c1
  7, 0, 0.6, 0.2

(cont.)
SMILES | TEAD-YAP inh | MITF inh | GPR151 ag | FBW7 act
CC(C)CN(CC(C)C)C(=O)COc1ccccc1C(N)=O | -4 | -2 | 0.4 | -0.1
O=C1N[C@@H](COCc2ccccc2)C(=O)N2CCN(CCc3ccccc3)C[C@H]12 | -21 | -10 | -0.3 | 0.1
O=C1c2oc3ccccc3c(=O)c2C(c2ccccc2F)N1Cc1cccnc1 (stereo not given) | 8 | -5 | -0.3 | 0.3
CC(Oc1ccccc1C#N)C(=O)NC(C)c1ccc(F)cc1 (stereo not given) | 8 | 3 | 1.0 | 0.3
O=C(CSc1nc2sc3c(c2c(=O)n1-c1ccccc1)CCC3)c1ccc(Cl)cc1 | -9 | -8 | -0.9 | -0.1
Cc1c(C(=O)N2CCCc3ccccc32)sc2ncnc(N(C)c3ccccc3)c12 | -7 | -2 | 0.1 | -0.2
Cc1ccc(S(=O)(=O)Nc2cc(Br)c3oc4c(c3c2)C(=O)CC(C)(C)C4)cc1 | -3 | -7 | -0.6 | 0.0
CSc1nc(C(=O)NCC2CCC3(CCN(C(=O)c4ccccn4)CC3)O2)cs1 (stereo not given) | -8 | 10 | -1.1 | 0.8
O=C(C1CN(Cc2ccc3c(c2)OCO3)CCN1)N1CCOCC1 (stereo not given) | -3 | 10 | -1.3 | 0.2
COc1ccc(Cl)cc1NC(=O)CCN1CCOCC1 | 0 | 2 | 2.5 | 0.0
Cc1cc(CNC(=O)CC2C(=O)NCCN2Cc2ccccc2C(F)(F)F)nn1C (stereo not given) | 8 | 0 | 0.7 | -0.1
O=C(NC(=S)Nc1ccc(S(=O)(=O)NCCc2ccccc2)cc1)C1CC1 | 12 | -1 | 0.5 | 0.0
CC/C(C)=N\NC(=O)COc1ccc(Cl)cc1Cl | -9 | 3 | 0.4 | 0.0
c1ccc2cc(-c3cc4ccccn4c3)ccc2c1 | -24 | 11 | -0.7 | 1.3
Cc1oc(-c2cccs2)nc1CN1CCN(C(C)C)C(CCO)C1 (stereo not given) | 5 | -1 | 1.9 | 0.1
O=C(Cn1cccc1)N1CCc2ccccc21 | 10 | 0 | -0.2 | 0.1
CC(Cl)C(=O)Nc1nnc(-c2ccc(Br)cc2)s1 (stereo not given) | -19 | 1 | 0.6 | 0.0
O=C(c1ccc2nc3ccccc3c(=O)n2c1)N1CCN(c2ccccc2)CC1 | -6 | 12 | 2.0 | 0.0
COc1ccccc1-c1cc(C(F)(F)F)nc(S(C)(=O)=O)n1 | -41 | 4 | -0.7 | 0.2
CC(C)CC(=O)NC(NC(=O)CC(C)C)c1ccccc1 | 2 | -11 | 1.3 | -0.1
